IDH1 mut inh: IDH1 R132H (human) inhibition | O75874 | IDH1 R132H reductase, diaphorase/resazurin fluorescence, 60 min | inhibition, % at 10 µM | 0.18% of 70,000 active | AID 624101; in the data active = inhibition above about 34%;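 also: 0% = DMSO and 100% = no enzyme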
Target sequence (O75874 whole entry R132H): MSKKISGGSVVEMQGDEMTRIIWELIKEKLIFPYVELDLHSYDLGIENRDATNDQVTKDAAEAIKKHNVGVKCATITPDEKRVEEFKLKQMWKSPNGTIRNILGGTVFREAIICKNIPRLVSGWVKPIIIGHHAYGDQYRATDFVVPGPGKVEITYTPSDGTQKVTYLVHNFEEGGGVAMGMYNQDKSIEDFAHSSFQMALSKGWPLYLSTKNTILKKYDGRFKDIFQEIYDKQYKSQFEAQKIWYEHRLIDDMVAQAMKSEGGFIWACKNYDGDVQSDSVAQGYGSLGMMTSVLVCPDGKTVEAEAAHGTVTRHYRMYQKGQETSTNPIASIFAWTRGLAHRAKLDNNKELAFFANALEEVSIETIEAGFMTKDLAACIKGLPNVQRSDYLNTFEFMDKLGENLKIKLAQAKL
EZH2 inh: EZH2 (human) methyltransferase inhibition; Q15910; PRC2 H3K27 methylation, DELFIA TRF, 1 h; 0.35% of 57,000 active; inhibition, % at 12.5 µM; AID 651548;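 active = mean inhibition of replicates at least 50% and every single replicate also reaching 50%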;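 also: dimethyl H3K27 on biotinylated H3 21-44 peptide detected by antibody; plate controls were median neutral control wells for no effect and median positive control wells for full effect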
An asterisk follows results filed as active; x = no result given. This is a subset. The share of hits here may be higher or lower than overall.

SMILES	IDH1 mut inh	EZH2 inh
Cc1noc(C)c1NC(=O)N(C)C[C@H]1Oc2ccc(NC(=O)C3CCCCC3)cc2C(=O)N([C@@H](C)CO)C[C@@H]1C	-2.3	x
O=C(C[C@@H]1CC[C@@H](NC(=O)c2cccnc2)[C@@H](CO)O1)NCc1ccncn1	0.0	2
CC(=O)c1ccc(O)c(CC=C(C)C)c1	-0.4	-4
O=C(C[C@H]1CC[C@H](NC(=O)c2cccc(F)c2)[C@H](CO)O1)Nc1nccs1	0.3	1
CC1(C)CCC[C@]2(C)C1CC=C(CO)[C@H]2CC/C(=C/CO)CO (some centres undefined)	-0.4	-12
COc1cccc(NC(=O)Nc2ccc3c(c2)C(=O)N(C)C[C@@H](OC)[C@@H](C)CN(CC2CC2)[C@@H](C)CO3)c1	-0.3	2
C[C@H](NC(=O)C[C@H]1C=C[C@@H](NC(=O)c2cccnc2)[C@@H](CO)O1)c1ccccc1	0.4	6
C[C@@H]1CCCCO[C@H](CN(C)S(C)(=O)=O)[C@@H](C)CN([C@H](C)CO)C(=O)c2cc(NC(=O)c3ccccc3)ccc2O1	x	2
CC(C)CC#Cc1ccc2c(c1)O[C@H](CN(C)C(=O)CC1CC1)[C@H](C)CN([C@H](C)CO)S2(=O)=O	4.7	-4
C[C@@H]1CN([C@H](C)CO)C(=O)c2cccc(NS(=O)(=O)c3ccccc3)c2O[C@H]1CN(C)C(=O)Nc1cccc2ccccc12	-0.7	-3
CCCNC(=O)N(C)C[C@@H]1Oc2cc(C#CCN(C)C)ccc2S(=O)(=O)N([C@H](C)CO)C[C@H]1C	2.2	-11
COC(=O)c1ccsc1NC(=O)c1ccsc1NC(=O)c1cccnc1	0.6	10
COCC#Cc1cnc2c(c1)C(=O)N([C@H](C)CO)C[C@H](C)[C@@H](CN(C)C(=O)Nc1ccc(OC)cc1)O2	-3.6	x
C[C@@H]1CN([C@@H](C)CO)C(=O)c2cc(NC(=O)CCC(F)(F)F)ccc2O[C@@H]1CN(C)Cc1ccncc1	-0.3	-1
O=C(Cc1ccccc1)N[C@@H]1CC[C@@H](CC(=O)N2CCOCC2)O[C@H]1CO	-0.9	-15
C[C@H](CO)N1C[C@H](C)[C@@H](CN(C)S(C)(=O)=O)OCCCC[C@H](C)Oc2ccc(NS(=O)(=O)c3ccccc3)cc2C1=O	-3.5	x
CC(=O)OC1CCC2C3CCc4cc(O)ccc4C3CCC12C (centres undefined)	-0.3	x
Cc1ccc(Cl)cc1NC(=O)CSc1nnc(-c2cccs2)n1C	0.4	-6
O=C(Nc1ccc2c(c1)[C@@H]1C[C@@H](CC(=O)N3CCOCC3)O[C@@H](CO)[C@@H]1O2)C1CCOCC1	0.6	3
C[C@@H]1CCCCO[C@@H](CN(C)S(=O)(=O)c2cn(C)cn2)[C@@H](C)CN([C@H](C)CO)C(=O)c2cc(N(C)C)ccc2O1	-1.6	8
Cc1ccc(S(=O)(=O)Nc2ccc3c(c2)C(=O)N([C@@H](C)CO)C[C@@H](C)[C@H](CN(C)CC2CCCCC2)O3)cc1	x	6
C[C@H]1CN([C@@H](C)CO)C(=O)c2cc(Br)cnc2O[C@H]1CN(C)Cc1ccccc1C(=O)O	x	3
COc1ccc(S(=O)(=O)N(C)CC(=O)Nc2cc(Cl)c(Cl)cc2Cl)cc1	-0.1	11
O=C(NCC[C@@H]1CC[C@H](NC(=O)c2cnccn2)[C@H](CO)O1)Nc1ccc(F)cc1	-0.1	-7
O=C(COc1ccc(C(=O)Nc2cccc(C(F)(F)F)c2)cc1)Nc1cccc(Cl)c1	0.0	0

Filtered by structure, those above containing a thiophene ring, fused or not
SMILES	IDH1 mut inh	EZH2 inh
COC(=O)c1ccsc1NC(=O)c1ccsc1NC(=O)c1cccnc1	0.6	10
Cc1ccc(Cl)cc1NC(=O)CSc1nnc(-c2cccs2)n1C	0.4	-6

Later entries
SMILES	IDH1 mut inh	EZH2 inh
C[C@@H]1CN([C@H](C)CO)C(=O)c2cc(NC(=O)Cc3ccccc3)ccc2O[C@@H](C)CCCCO[C@H]1CN(C)C(=O)Nc1cccc2ccccc12	0.2	x
C[C@@H]1CN([C@H](C)CO)C(=O)c2cccc(NS(=O)(=O)c3ccccc3)c2O[C@H]1CN(C)Cc1ccc(Cl)c(Cl)c1	x	-1
C[C@@H]1CN([C@H](C)CO)C(=O)c2cc(NC(=O)Nc3cccc4ccccc34)ccc2O[C@H]1CN(C)S(=O)(=O)c1cn(C)cn1	1.3	x
Cc1ccc(-n2c(SCC(=O)Nc3ccc(C(N)=O)cc3)nnc2-c2ccc(Cl)cc2)cc1	-0.1	8
CO[C@H]1CN(C)C(=O)c2ccc(NC(=O)c3ccc(F)cc3)cc2OC[C@@H](C)N(C)C[C@@H]1C	0.2	-1
O=C(C[C@H]1C=C[C@@H](NC(=O)C2CCC2)[C@H](CO)O1)NCc1ccccc1Cl	0.1	-4
C[C@H](CO)N1C[C@H](C)[C@H](CN(C)Cc2ccncc2)Oc2ccc(NC(=O)Nc3ccc4c(c3)OCO4)cc2CC1=O	x	-2
C[C@H]1CN([C@@H](C)CO)C(=O)Cc2cc(NC(=O)CCN3CCOCC3)ccc2O[C@H]1CN(C)CC1CCCCC1	0.3	x
CC(=O)c1cccc(NC(=O)CSc2nccc(C)n2)c1	0.1	6
CC(C)(C(=O)O)c1ccc(C(O)CCCN2CCC(C(O)(c3ccccc3)c3ccccc3)CC2)cc1 (centres undefined)	-0.1	x
COc1ccc(C(NC(C)=O)c2c(O)ccc3ccccc23)cc1OC (centres undefined)	0.2	-9
C[C@@H]1CN([C@@H](C)CO)S(=O)(=O)c2ccc(-c3ccc(C#N)cc3)cc2O[C@@H]1CN(C)C(=O)C1CC1	0.2	-5
C[C@@H]1CN([C@H](C)CO)S(=O)(=O)c2ccc(-c3cccc(C#N)c3)cc2O[C@H]1CN(C)Cc1ccccn1	-0.3	x
CN(C)CC(=O)N[C@H]1CC[C@H](CCn2cc(CN(C)C)nn2)O[C@@H]1CO	0.1	7
CO[C@@H]1CN(C)C(=O)c2ccc(NC(C)=O)cc2OC[C@@H](C)N(C(=O)C2CCCCC2)C[C@H]1C	0.0	0
COc1cccc(C(=O)NC(c2ccccc2OC)c2c(O)ccc3ccccc23)c1 (centres undefined)	-0.2	17
O=C(C[C@H]1C[C@H]2c3cc(NC(=O)C4CCOCC4)ccc3O[C@H]2[C@@H](CO)O1)NCc1ccc2c(c1)OCO2	0.1	-1
C[C@H]1CN([C@@H](C)CO)C(=O)c2cc(NC(=O)CCN3CCOCC3)ccc2O[C@H]1CN(C)S(=O)(=O)c1ccc(Cl)cc1	x	5
COc1ccc(S(=O)(=O)N[C@@H]2CC[C@H](CC(=O)N3CCc4ccccc4C3)O[C@@H]2CO)cc1	0.0	7
O=C(CCCCCC(=O)Nc1ccccc1O)N/N=C/c1ccc(I)cc1	x	15
C[C@@H]1CN([C@H](C)CO)C(=O)c2cc(NC(=O)NC3CCCCC3)ccc2O[C@H]1CN(C)Cc1ccncc1	4.3	-14
C[C@@H]1CN([C@H](C)CO)C(=O)c2cc(NC(=O)Cc3ccccc3)ccc2O[C@H]1CN(C)Cc1ccc(Cl)c(Cl)c1	3.6	x
COc1ccc(S(=O)(=O)Nc2ccc3c(c2)C(=O)N([C@@H](C)CO)C[C@H](C)[C@@H](CN(C)Cc2ccc4c(c2)OCO4)O3)cc1	1.4	x
CCCC(=O)Nc1ccc2c(c1)OC[C@H](C)N(C(=O)c1ccccn1)C[C@@H](C)[C@@H](OC)CN(C)C2=O	-0.5	-25
CNC[C@@H]1OCCCC[C@@H](C)Oc2ccc(NC(=O)Nc3ccc4c(c3)OCO4)cc2C(=O)N([C@H](C)CO)C[C@H]1C	x	-14

Some values from the entries so far:
Result of `COc1cccc(C(=O)NC(c2ccccc2OC)c2c(O)ccc3ccccc23)c1` (centres undefined) in EZH2 inh: 17
Result of `C[C@@H]1CN([C@H](C)CO)C(=O)c2cc(NC(=O)Nc3cccc4ccccc34)ccc2O[C@H]1CN(C)S(=O)(=O)c1cn(C)cn1` in IDH1 mut inh: 1.3
Result of `C[C@@H]1CN([C@@H](C)CO)S(=O)(=O)c2ccc(-c3ccc(C#N)cc3)cc2O[C@@H]1CN(C)C(=O)C1CC1` in EZH2 inh: -5
Result of `CNC[C@@H]1OCCCC[C@@H](C)Oc2ccc(NC(=O)Nc3ccc4c(c3)OCO4)cc2C(=O)N([C@H](C)CO)C[C@H]1C` in EZH2 inh: -14

(next part)
SMILES	IDH1 mut inh	EZH2 inh
C[C@H]1CN([C@@H](C)CO)S(=O)(=O)c2ccc(C#Cc3ccccn3)cc2O[C@H]1CN(C)C	-8.5	-15
C[C@@H]1CN([C@H](C)CO)C(=O)c2cc(NC(=O)C3CC3)ccc2O[C@@H]1CN(C)S(=O)(=O)c1ccc(F)cc1	2.5	2
Cc1ccc(-c2ccc3c(c2)O[C@H](CN(C)Cc2ccc(C(=O)O)cc2)[C@H](C)CN([C@H](C)CO)S3(=O)=O)cc1	12	28
O=C(Nc1ccc2c(c1)[C@@H]1C[C@H](CC(=O)N3CCCCC3)O[C@@H](CO)[C@@H]1O2)C1CCC1	-0.5	11
C[C@H]1CN([C@@H](C)CO)C(=O)Cc2cc(NC(=O)Nc3ccccc3)ccc2O[C@@H]1CN(C)Cc1ccc(C(F)(F)F)cc1	-0.9	x
C[C@@H]1CN([C@H](C)CO)C(=O)c2cccc(NC(=O)Nc3ccc(C(F)(F)F)cc3)c2O[C@H]1CN(C)S(=O)(=O)c1ccccc1	2.8	x
CCOC(=O)c1cc2c(c(-c3cccc(-c4cccc(OC)c4)c3)n1)[C@@H](CCO)N(S(=O)C(C)(C)C)C2 (some centres undefined)	-0.2	-8
Cc1cccc(N(CC(=O)Nc2c(C)n(C)n(-c3ccccc3)c2=O)S(C)(=O)=O)c1	0.1	-12
COCCNC(=O)C[C@@H]1C[C@H]2c3cc(N(C)C)ccc3O[C@H]2[C@@H](CO)O1	-1.9	3
C[C@@H]1CN([C@H](C)CO)C(=O)Cc2cc(NC(=O)Cc3cn(C)c4ccccc34)ccc2O[C@@H]1CN(C)C(=O)Nc1cccc2ccccc12	-9.9	x
CC(=O)N(C)C[C@H]1Oc2cc(C#Cc3ccccc3)ccc2S(=O)(=O)N([C@@H](C)CO)C[C@@H]1C	1.0	x
Cc1ccccc1-c1cnc2c(c1)C(=O)N([C@H](C)CO)C[C@@H](C)[C@@H](CN(C)Cc1ccncc1)O2	4.7	-1
C[C@H]1CN([C@@H](C)CO)C(=O)c2cccc(NC(=O)c3nc4ccccc4s3)c2O[C@@H]1CN(C)C(=O)NC1CCCCC1	-1.0	x
Cc1noc(C)c1NC(=O)Nc1ccc2c(c1)C(=O)N([C@@H](C)CO)C[C@@H](C)[C@H](CN(C)C(=O)C1CCCCC1)OCCCC[C@H](C)O2	0.8	x
C[C@@H]1CN([C@@H](C)CO)C(=O)CCCn2cc(nn2)CO[C@H]1CN(C)C(=O)Nc1cccc(F)c1	1.7	-1
Cc1ccc(-c2ccc3c(c2)O[C@@H](CN(C)C(=O)C2CCC2)[C@H](C)CN([C@H](C)CO)S3(=O)=O)cc1	x	14
Cc1c(Cl)c(C)c(Cl)c(OCC(=O)Nc2ccccc2N2CCOCC2)c1Cl	0.2	-1
C[C@H](CO)N1C[C@H](C)[C@H](CN(C)Cc2ccncc2)Oc2ncc(C#Cc3ccccn3)cc2C1=O	-0.4	x
COc1ccc2c3c1O[C@H]1C[C@@H](O)C=C[C@@]31CCN(C)C2	1.1	6
O=C(C[C@@H]1C=C[C@@H](NC(=O)CC2CC2)[C@H](CO)O1)NCc1ccc(-c2ccccc2)cc1	0.3	-6
CCCNC(=O)C[C@H]1C[C@@H]2c3cc(NC(=O)NC4CCCCC4)ccc3O[C@@H]2[C@H](CO)O1	-0.4	-10
COc1cccc(OCC(=O)Nc2ccccc2[N+](=O)[O-])c1	0.2	20
C[C@@H]1CN([C@@H](C)CO)S(=O)(=O)c2ccc(C#Cc3cccc(F)c3)cc2O[C@@H]1CN(C)C(=O)CN1CCOCC1	-0.1	-12
O=C(COc1ccc(Br)cc1)Nc1ccc(Cl)c(-c2nc3ncccc3o2)c1	-0.3	15
CC(C)NC(=O)N[C@H]1CC[C@H](CCN)O[C@@H]1CO	0.0	-7

Record cards, from the list above.
Entry for `Cc1noc(C)c1NC(=O)Nc1ccc2c(c1)C(=O)N([C@@H](C)CO)C[C@@H](C)[C@H](CN(C)C(=O)C1CCCCC1)OCCCC[C@H](C)O2` → IDH1 mut inh: 0.8; EZH2 inh: x
Entry for `C[C@@H]1CN([C@@H](C)CO)S(=O)(=O)c2ccc(C#Cc3cccc(F)c3)cc2O[C@@H]1CN(C)C(=O)CN1CCOCC1` → IDH1 mut inh: -0.1; EZH2 inh: -12

(further entries)
SMILES	IDH1 mut inh	EZH2 inh
C[C@@H]1CN([C@@H](C)CO)C(=O)c2cccc(NC(=O)Nc3ccc4c(c3)OCO4)c2O[C@H]1CN(C)Cc1ccc(C(F)(F)F)cc1	-0.6	x
CC1(C)[C@H]2CC=C(/C=N\NC(=O)c3ccccc3O)[C@@H]1C2	0.0	5
C[C@@H]1CN([C@@H](C)CO)C(=O)Cc2cc(NS(C)(=O)=O)ccc2O[C@H]1CN(C)C(=O)Nc1ccccc1	2.9	x
O=C(O)CCCCCC(=O)N/N=C/c1ccc(Br)o1	4.0	-3
COCC(=O)N(C)C[C@@H]1Oc2cc(C#Cc3ccccc3)ccc2S(=O)(=O)N([C@H](C)CO)C[C@@H]1C	-4.5	-14
Cc1noc(C)c1NC(=O)Nc1ccc2c(c1)C(=O)N([C@H](C)CO)C[C@H](C)[C@H](CN(C)C(=O)Nc1ccc3c(c1)OCO3)OCCCC[C@@H](C)O2	-0.7	x
C[C@H](CO)N1C[C@H](C)[C@@H](CN(C)Cc2ccc3c(c2)OCO3)OCCCC[C@H](C)Oc2ccc(NS(=O)(=O)c3ccccc3)cc2C1=O	-1.2	x
O=C(C[C@H]1C=C[C@H](NC(=O)c2cccc(F)c2)[C@H](CO)O1)NCc1ccccc1	0.5	1
